Screening results (PubChem)
TPT1 inhibitor = C. albicans TPT1 enzyme inhibition. recombinant caTPT1, FP RNA substrate dephosphorylation. inhibition, % at 5 µM. 0.81% of 300,000 active. AID 1962;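 active = inhibition above the mean of all tested compounds plus 3 SD, set per screening campaign, cut at about 24% in these data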;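 note: plate controls were DMSO alone for no effect and ferristatin control at 100 nM for full effect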
Bcl-xL primary = blocks human Bcl-xL binding to Bim BH3 peptide; Q07817; GST-Bcl-xL / FITC-Bim BH3 peptide fluorescence polarization; inhibition, % at 10.9 µM; 0.7% of 320,000 active; AID 2129;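 active = inhibition above the mean of all tested compounds plus 3 SD, cutoff set per campaign, cut at about 30% in these data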;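 note: 0% = DMSO wells and 100% = unlabeled Bim-BH3 peptide competitor; inhibitors lower millipolarization by displacing the labeled peptide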
Target sequence (Q07817 whole entry, looked up): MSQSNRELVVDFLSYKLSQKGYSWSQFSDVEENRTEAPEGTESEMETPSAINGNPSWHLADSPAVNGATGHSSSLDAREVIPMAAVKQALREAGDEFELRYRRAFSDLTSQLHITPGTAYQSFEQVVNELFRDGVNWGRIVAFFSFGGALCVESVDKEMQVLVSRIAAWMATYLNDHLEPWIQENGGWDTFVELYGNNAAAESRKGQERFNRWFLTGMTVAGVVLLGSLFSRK
PME-1 inh = PME-1 (human) inhibition | Q9Y570 | recombinant PME-1, FP-Rh probe fluorescence polarization | inhibition, % at 5.9 µM | 0.53% of 320,000 active | AID 2130;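 active = inhibition above the campaign mean of all compounds plus 3 SD, cut at about 26% in these data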;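 note: competitive labeling of PME-1 active site by serine hydrolase directed probe; 0% = PME-1 with DMSO and 100% = wells lacking PME-1 enzyme; inhibitors block probe labeling so polarization falls and inhibition rises; many of its hits are not listed in these tables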
MCL1 BIM primary = inhibitors of human MCL1 binding to BIM-BH3 peptide; Q07820; GST-MCL1 / FITC-Bim-BH3 fluorescence polarization; inhibition, % at 10.9 µM; 0.68% of 320,000 active; AID 2057;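 active = inhibition above the mean inhibition of all tested compounds plus 3 SD, set per campaign, cut at about 40% in these data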;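 note: 0% = DMSO wells and 100% = unlabeled Bim-BH3 peptide control; higher means more loss of mP so more displacement of Bim peptide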
Target sequence (Q07820 whole entry, looked up): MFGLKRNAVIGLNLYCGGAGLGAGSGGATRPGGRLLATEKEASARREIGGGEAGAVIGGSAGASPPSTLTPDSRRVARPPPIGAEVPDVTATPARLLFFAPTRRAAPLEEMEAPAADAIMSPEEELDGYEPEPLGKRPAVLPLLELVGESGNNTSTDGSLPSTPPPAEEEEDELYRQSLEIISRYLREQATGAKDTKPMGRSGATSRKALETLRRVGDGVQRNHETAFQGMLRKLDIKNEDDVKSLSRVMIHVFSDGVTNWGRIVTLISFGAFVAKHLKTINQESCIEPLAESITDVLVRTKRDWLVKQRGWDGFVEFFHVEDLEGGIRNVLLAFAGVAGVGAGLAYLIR
Fam108B counter = Fam108B inhibition, counter-screen for RBBP9 inhibitors; AID 1947; inhibition, % at 9.51 µM; 0.33% of 300,000 active; recombinant Fam108B, FP-Rh probe fluorescence polarization;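 active = inhibition above the screen mean inhibition plus 3 SD, computed separately per campaign, cut at about 18% in these data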;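 note: inhibitors lower polarization as less probe binds the enzyme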
PAD4 FP inh = PAD4 (human) enzyme inhibition | inhibition, % at 6.36 µM | AID 485272 | 0.41% of 330,000 active | recombinant PAD4, RCA probe fluorescence polarization;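 active = percent inhibition above a cutoff equal to the mean of all tested compounds plus 3 SD, cut at about 15% in these data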;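 note: 0% = PAD4 with RCA probe and DMSO and 100% = probe without PAD4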
GSTO1 counter = counter-screen for RBBP9 inhibitors: inhibitors of human GSTO1. P78417. recombinant GSTO1, activity-based probe fluorescence polarization. inhibition, % at 5.96 µM. 1.1% of 300,000 active;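 active = inhibition above the campaign mean inhibition plus 3 SD, cut at about 35% in these data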;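 note: 0% = GSTO1-1 with DMSO and 100% = wells lacking GSTO1-1 enzyme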
GLD-1 RNA inh = GLD-1-TGE RNA interaction inhibition (C. elegans); purified GLD-1 + fluorescein TGE RNA, fluorescence polarization; inhibition, % at 5.96 µM; 0.44% of 320,000 active; Q17339;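 active = percent inhibition above a per-plate cutoff, the plate mean of test compounds plus 3 SD, cut at about 30% in these data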;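 note: 0% = DMSO wells with GLD-1 and probe and 100% = wells lacking GLD-1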
Target sequence (Q17339 whole entry, looked up): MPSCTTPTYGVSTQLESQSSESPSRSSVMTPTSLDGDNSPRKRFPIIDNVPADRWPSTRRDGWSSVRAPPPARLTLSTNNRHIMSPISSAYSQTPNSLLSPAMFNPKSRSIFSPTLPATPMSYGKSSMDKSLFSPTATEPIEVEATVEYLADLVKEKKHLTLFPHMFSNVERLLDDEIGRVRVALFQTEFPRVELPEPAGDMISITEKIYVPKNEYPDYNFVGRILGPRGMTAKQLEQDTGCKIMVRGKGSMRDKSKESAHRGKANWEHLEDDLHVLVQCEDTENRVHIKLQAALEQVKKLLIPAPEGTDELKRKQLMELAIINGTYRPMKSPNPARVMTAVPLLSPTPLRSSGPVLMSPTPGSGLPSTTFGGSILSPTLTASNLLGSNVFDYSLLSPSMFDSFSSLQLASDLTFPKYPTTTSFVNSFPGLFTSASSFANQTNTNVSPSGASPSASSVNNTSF
MEX-5 binding = C. elegans MEX-5 TCR-2 RNA binding activity; Q9XUB2; MEX-5/FITC-TCR2 RNA binding, fluorescence polarization; stronger effect = lower value; activity score (negative = inhibition of binding), % at 10 µM; 0.38% of 300,000 active; AID 1832;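 active = inhibition past about -25% in most replicates, and total fluorescence under double the plate's negative control median, limit read from the data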;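 note: 0% = DMSO and -100% = 5 µM competing unlabeled TCR2 RNA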
Numbers without * were called inactive; nt = no result given.

compound	Bcl-xL primary	TPT1 inhibitor	MCL1 BIM primary	GSTO1 counter	GLD-1 RNA inh	PAD4 FP inh	PME-1 inh	Fam108B counter	MEX-5 binding
COc1ccc2c(c1OC)C(=O)N(C(C)C(=O)O)C2=O (configuration not stated)	3.0	-0.8	0.7	2.5	-5.0	-7.7	2.1	0.0	-0.1
Cc1ncc2c(c1OC(=O)c1ccccc1)COC(C)(C)OC2	-0.1	-0.9	10.6	0.1	7.2	1.6	5.8	2.0	1.1
CCCC(C)C(=O)NCc1ccc2c(c1)OCO2 (configuration not stated)	1.1	-0.1	7.1	-4.3	-2.2	-10.7	-0.8	8.8	-1.1
CC(NCC1(N2CCOCC2)CCCCC1)C(=O)Nc1ccc(Cl)cc1Cl (configuration not stated)	7.8	-0.8	3.2	9.2	0.0	-3.7	5.8	1.6	-4.2
O=C(O)c1ccccc1-n1c(-c2ccccc2)cc2c1CCCC2=O	1.4	-1.8	-5.5	6.8	-8.0	-6.2	-2.8	0.9	-1.3
CCN(CC(=O)NCc1cccs1)C(=O)COc1ccc(C(C)=O)cc1	0.1	nt	4.2	nt	0.5	2.9	0.6	nt	nt
CSc1cccc(NC(=O)CCc2ccccc2)c1	1.9	-0.8	7.0	1.1	1.8	-5.3	-3.5	2.9	0.1
Cc1ccc(S(=O)(=O)CCC(=O)OCC(=O)NNC(=O)c2ccc([N+](=O)[O-])cc2)cc1	0.9	nt	6.0	nt	3.1	-0.6	0.6	nt	nt
Cc1ccc(OCc2nnc(SCC(=O)c3cccs3)n2-c2ccccc2)cc1C	-8.5	-2.6	-7.1	-2.2	3.5	0.0	-6.9	3.7	-2.6
CCOc1ccc(NC(=S)N2c3ccccc3CC2C)cc1 (configuration not stated)	0.3	0.1	3.2	-0.9	2.8	-2.1	4.3	3.0	1.3
CCS(=O)(=O)c1cc([N+](=O)[O-])c(Sc2ccccc2NC(C)=O)s1	-2.1	3.9	-8.8	-2.9	0.7	13.7	6.9	-1.8	0.0
O=C(Cc1coc2ccc3ccccc3c12)NC1CCCc2ccccc21 (configuration not stated)	-10.5	2.4	-11.6	-1.5	-4.9	1.2	6.5	-1.1	-1.6
Cc1ccc(C2(C)NC(=O)N(CC(=O)Nc3c(C)n(C)n(-c4ccccc4)c3=O)C2=O)cc1 (configuration not stated)	5.7	-2.2	-14.5	-0.6	3.5	1.8	0.2	2.2	0.0
CCN1CCN(C(C(=O)NC2CCCCC2)c2ccc(Cl)cc2)CC1 (configuration not stated)	5.7	-3.4	9.5	6.0	2.4	-3.1	-3.0	-2.8	1.8
CN(C)CCCN(C(=O)c1ccc(S(=O)(=O)N2CCc3ccccc32)cc1)c1nc2ccc(F)cc2s1	5.0	0.3	8.3	-0.3	2.9	2.2	1.1	-1.3	4.4
Cn1c(=O)c(C(=O)NCc2ccccc2)c(O)c2ccccc21	-1.0	-0.5	-0.4	10.9	-4.5	-3.5	0.2	-3.0	-2.0
CCOCc1nnc(NC(=O)C2CCN(C(=O)c3ccco3)CC2)s1	4.1	-2.2	4.9	0.6	-2.1	1.4	-5.8	-0.4	1.6
NC(=O)CC(NC(=O)c1cccc(Br)c1)c1ccc(N2CCN(c3ccccn3)CC2)c([N+](=O)[O-])c1 (configuration not stated)	0.7	0.3	-0.2	-3.7	3.9	1.4	7.2	0.0	4.8
CC(C)(C)C1=NN(c2ccc([N+](=O)[O-])cc2)C(c2ccccc2)C1 (configuration not stated)	-2.7	1.4	-6.6	-4.5	5.0	-0.1	-7.1	-2.4	-0.9
CCC1C(=O)Nc2nc(-c3ccccc3)c(-c3ccccc3)n2N=C1C (configuration not stated)	4.3	-3.8	6.9	-1.3	-2.6	1.0	1.0	-1.3	4.0
COc1ccc(S(=O)(=O)Nc2ccc(NC(C)=O)cc2)cc1OC	1.8	3.5	-0.8	5.5	-1.4	-18.4	-4.9	-4.0	-3.1
COc1ccc(/C=C2\NC(=S)N(CC3CCCO3)C2=O)c(OC)c1C (configuration not stated)	1.1	-1.9	3.9	-1.7	1.3	-0.5	6.2	-5.6	-1.2
CC1Cc2ccccc2N1CC(=O)NCc1ccc2c(c1)OCO2 (configuration not stated)	5.9	1.6	-2.2	1.5	-2.4	2.0	-2.0	4.1	nt
C=CCC1(O)C(=O)N2C(=C1C(=O)OCC)c1ccc3ccccc3c1CC2(C)C (configuration not stated)	2.6	-0.3	3.1	-5.0	2.3	-5.4	0.0	-3.2	4.6
CSCCC(NC(=O)C1CCCC1)c1nnc2ccccn12 (configuration not stated)	3.8	-1.9	7.4	-5.1	2.2	1.5	-0.8	0.7	0.8
O=C1NCC(COc2ccc(Cl)cc2)O1 (configuration not stated)	2.2	-5.0	0.7	4.7	3.7	0.6	1.8	-0.9	-2.6
CCOC(=O)N1CCN(Cc2nc(-c3ccc(C)cc3)no2)CC1	7.4	-4.3	-1.6	8.2	1.1	-2.0	-1.8	-1.2	4.5
COc1ccc(CCNC(=O)CCN2C(=O)c3ccccc3C2=O)cc1OC	4.6	0.3	9.3	0.2	0.1	-6.0	1.9	3.4	1.4
CCOc1ccc2nc(SCC(=O)N3c4ccccc4Sc4ccccc43)sc2c1	2.4	-0.5	4.8	-1.8	1.2	-0.7	-4.4	2.7	-1.7
COc1c(Cl)cc(Cl)cc1C(=O)Nc1ccc(NC(=O)c2cccs2)cc1	2.4	0.7	10.9	4.2	2.6	0.6	-10.2	-2.3	-2.9

2 compounds drawn at random from those above:
compound	Bcl-xL primary	TPT1 inhibitor	MCL1 BIM primary	GSTO1 counter	GLD-1 RNA inh	PAD4 FP inh	PME-1 inh	Fam108B counter	MEX-5 binding
CC(NCC1(N2CCOCC2)CCCCC1)C(=O)Nc1ccc(Cl)cc1Cl (configuration not stated)	7.8	-0.8	3.2	9.2	0.0	-3.7	5.8	1.6	-4.2
CSc1cccc(NC(=O)CCc2ccccc2)c1	1.9	-0.8	7.0	1.1	1.8	-5.3	-3.5	2.9	0.1

Next section:
compound	Bcl-xL primary	TPT1 inhibitor	MCL1 BIM primary	GSTO1 counter	GLD-1 RNA inh	PAD4 FP inh	PME-1 inh	Fam108B counter	MEX-5 binding
O=C(CCc1nnc2ccc(N3CCCCC3)nn12)NCC1CCN(Cc2ccc(F)cc2)CC1	4.0	0.5	3.1	-8.7	-2.2	2.6	7.6	-0.5	-4.3
O=C(CN1CCN(c2ccccc2F)CC1)N1N=CCC1c1ccccc1 (configuration not stated)	6.2	-1.1	13.4	5.3	2.0	-3.5	0.3	-0.2	0.3
N#Cc1ccccc1NC(=O)COC(=O)c1ccc(S(=O)(=O)N2CCCC2)cc1	10.0	-0.3	7.1	8.7	2.5	-1.6	5.8	-2.3	2.9
CCN(CC)CCNC1=CC(=O)OC12CCCCC2	-0.1	1.1	6.3	3.4	-3.0	-0.5	-3.2	2.4	-1.3
CSCCC(NS(=O)(=O)c1ccccc1F)C(=O)OCc1ccccc1Cl (configuration not stated)	-4.7	2.8	0.9	0.2	-2.8	-3.6	-4.6	-3.0	1.7
Cc1ccc(NC(=O)CN(C)C(=O)CCC(=O)N2CCOCC2)cc1	3.1	-1.0	-6.6	14.3	2.2	-2.7	-6.0	-0.9	1.6
Cc1ccc(S(=O)(=O)N(CC(=O)NCc2ccncc2)Cc2ccc(F)cc2)cc1	2.5	0.3	2.1	-2.0	2.5	1.4	6.5	-0.3	1.9
O=C(CN1C(=O)NC2(CCCCCC2)C1=O)NC1CCCCCCC1	-4.6	-0.4	-1.8	5.0	0.6	-3.1	1.4	1.0	-0.3
CCOC(=O)Cn1c(-c2ccccc2)ccc(C#N)c1=O	-2.8	-0.1	-7.0	11.4	-5.6	-1.0	1.1	-2.5	0.1
COc1cccc(CNC(=O)C2CCC(CNS(=O)(=O)c3cccc4cccnc34)CC2)c1 (configuration not stated)	2.9	-6.2	-3.0	-5.3	7.2	-2.5	-1.9	-2.4	0.8
O=C(c1ccc(C(F)(F)F)cc1)C1CCCN(C(=O)CN2C(=O)CSC2=O)C1 (configuration not stated)	2.1	-2.1	2.7	-1.0	3.7	0.6	7.7	2.2	-0.7
Cc1nn(-c2ccccc2)c(C)c1/C=N/NC(=O)CSc1nc2ccccc2c(=O)n1-c1ccc(Br)cc1	9.0	-4.0	2.5	1.8	-0.8	-0.8	-28.1	-10.0	-2.2
O=C(CO/N=C/c1ccc(OC(F)F)cc1)N1CCc2ccccc21	3.1	-3.0	-13.3	7.0	4.0	-6.4	-3.0	3.0	1.2
CC(=O)N1CCc2ccc(NC(=O)c3c(-c4c(Cl)cccc4Cl)noc3C)cc21	-2.4	1.9	-3.2	-4.6	-3.4	5.8	2.7	-2.8	0.8
COc1cc(/C=C2\N=C(C)OC2=O)cc(OC)c1OC	-0.7	-1.7	8.1	-3.9	1.7	1.1	-4.6	-2.7	-0.2
CC(C)CC(=O)NC(=S)Nc1cccc(NC(=O)c2ccccc2Cl)c1	9.1	-3.9	12.4	-2.1	0.5	1.2	1.2	0.6	2.0
C=CCNc1nc(S(=O)Cc2ccc(C)cc2)nc2c1CCCC2 (configuration not stated)	4.0	-5.2	8.4	-1.0	9.7	0.9	3.5	-3.7	-1.8
CCOc1ccc(N=C2NC(=O)C(CC(=O)Nc3ccc(OC)cc3)S2)cc1 (configuration not stated)	-0.9	-1.5	-4.6	0.1	1.4	-8.8	-3.2	-3.9	1.1
CC(=O)c1ccc(NC(=O)CN2C(=O)CCC2=O)cc1	0.9	1.0	-1.3	-4.1	3.6	-0.6	5.0	-1.7	-0.7
CC(C)C(NS(=O)(=O)c1ccc(Br)s1)C(=O)O (configuration not stated)	2.2	-10.6	0.0	5.7	1.2	-3.5	-6.3	2.1	-2.1
Cc1ccc2nc(N3CCOCC3)c(C=O)c(=O)n2c1	1.0	-0.1	-1.9	-0.8	-0.7	-2.0	4.0	-0.5	-2.0
O=C(c1ccc(N2CCCCC2)c([N+](=O)[O-])c1)N1CCN(c2ccccn2)CC1	4.9	0.5	-1.1	8.4	4.8	4.7	-0.9	0.2	0.3
CC(C)NC(=O)Cn1nnc(-c2ccc(Cl)cc2)n1	-0.3	-2.7	-8.3	-8.2	8.2	-1.7	4.5	0.8	1.0
COCC1CCN(C(=O)c2cc(COc3ccc4ncccc4c3)on2)CC1	4.5	0.7	4.4	13.6	1.6	1.5	-7.3	-0.7	-0.4
COCCN(C(=O)CSc1n[nH]c(-c2ccccc2)n1)c1c(N)n(CC(C)C)c(=O)[nH]c1=O	-0.5	-3.4	1.1	3.9	-2.0	-5.2	0.5	-5.0	-5.2
Cc1nc(NC(=O)c2cc3c(s2)CCCCC3)sc1C(=O)N(C)C	3.4	1.3	8.0	7.1	2.4	-0.8	-8.1	3.6	-5.0
CN1C(=C2C(=O)OC(C)(C)OC2=O)Sc2ccccc21	0.6	-0.6	-2.3	1.9	2.7	1.5	-2.3	-5.6	-0.2
CCN(CCCNC(=O)CCC(=O)N1CCOc2ccccc21)Cc1ccccc1	-2.9	4.1	-1.8	6.3	2.4	1.7	0.3	-6.0	0.0
COC(=O)Cc1c(C(=O)OC)nnn1-c1ccc(OC(F)(F)F)cc1	4.5	4.0	-6.4	3.9	-2.6	-4.6	-1.1	1.1	1.0
COc1ccc(NC(=S)NC(NC(=O)c2cccc3ccccc23)C(Cl)(Cl)Cl)c([N+](=O)[O-])c1 (configuration not stated)	8.7	1.6	13.9	-22.2	-2.7	0.5	-55.9	-23.5	0.1

A portion of the library; rates above refer to the full screens.
